KB-3-1 cytotox = kills parental KB-3-1 adenocarcinoma cells; actives 1.4% (n = 400,000); AID 1347075; Potency, µM (highest dose often 46.1 µM), for the others: at the highest dose activity change, negative = cytotoxic, most hits filed as cytotoxic; KB-3-1 viability, CellTiter-Glo ATP luminescence, 72 h; also: potency is read from the fitted curve at half-maximal effect; % is scaled to controls: 0 for no effect and ±100 for the full control effect; nearly all actives have a fitted effect of over 60% in size
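Parental KB-3-1 viability, qHTS format: 72 h compound exposure, 37 °C; CellTiter-Glo; media-only wells and DMSO plates as controls; concentration-effect fits on corrected data.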
HT1080 IDH1KD tx = toxicity to HT-1080 IDH1 knockdown cells (counter line); HT-1080 IDH1 knockdown viability, ATP luminescence, 48 h; Potency, µM (highest dose often 46.1 µM), inactives show at the highest dose activity, negative = toxicity, hits mostly cytotoxic; actives 2% (n = 360,000);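 also: potency is read from the fitted curve at half-maximal effect; 0% = DMSO wells and -100% = cell-free medium wells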
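In this qHTS, HT-1080 cells depleted of IDH1 are exposed for 48 h at 37 °C to compound titrations. Toxicity is scored from CellTiter-Glo luminescence, with DMSO as full viability and medium alone as none.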
DRD3 agonist = D3 dopamine receptor (human) agonism. P35462. D3R DiscoveRx beta-arrestin cells, luminescence, 90 min. max activation, %. actives 0.58% (n = 410,000). AID 652048; in the data active = max activation above about 30%; also: 0% is about no effect; mostly tested at two doses, the higher about 12 µM
Target sequence (P35462 whole entry, looked up): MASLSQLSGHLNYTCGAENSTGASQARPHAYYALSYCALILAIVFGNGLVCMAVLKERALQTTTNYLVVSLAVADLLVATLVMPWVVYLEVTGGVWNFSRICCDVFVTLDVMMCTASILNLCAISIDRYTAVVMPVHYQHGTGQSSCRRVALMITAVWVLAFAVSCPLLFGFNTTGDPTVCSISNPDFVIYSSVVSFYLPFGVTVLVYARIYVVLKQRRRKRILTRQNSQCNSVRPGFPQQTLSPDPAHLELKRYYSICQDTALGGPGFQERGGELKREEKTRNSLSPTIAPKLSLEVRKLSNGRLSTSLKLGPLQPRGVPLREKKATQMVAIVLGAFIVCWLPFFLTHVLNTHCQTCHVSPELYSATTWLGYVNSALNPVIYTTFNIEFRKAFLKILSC
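Agonist mode: compounds and dopamine controls were applied to plated cells for 90 min at 37 degrees C after an overnight attachment at 1500 cells/well. Luminescent read-out followed 30 - 60 minutes at room temperature with DiscoveRx detection reagent.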
SW480 rerep = DNA re-replication induction in SW480 cells; SW480 DNA re-replication, Hoechst DNA content imaging, 48 h; Potency, µM (top dose mostly 46.1 µM), inactives show at the highest dose re-replication activation, most hits filed as activators; actives 1.8% (n = 340,000); also: potency is read from the fitted curve at half-maximal effect; % of control where 0% means no effect; nearly all actives have a fitted effect of over 55% in size
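Image-based DNA-content assay: after two days of treatment, nuclei were labelled with the DNA dye Hoechst and imaged, and hits were compounds raising the count of nuclei showing high fluorescence intensity.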
HT1080NT lethal = kills 2HG-producing HT-1080-NT fibrosarcoma cells; HT-1080-NT fibrosarcoma viability, CellTiter-Glo ATP luminescence, 48 h; Potency, µM (titrated, usually from 46.1 µM), inactives show at the highest dose activity, negative = less viability, hits mostly cytotoxic; actives 1.6% (n = 360,000);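 also: NT is the 2HG producing partner of a matched IDH1 knockdown line; potency is read from the fitted curve at half-maximal effect; 0% = DMSO-treated cells and -100% = media-only wells without cells; nearly all actives have a fitted effect of over 55% in size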
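Viability by CellTiter-Glo luminescence after 48 h compound exposure at 37C of HT-1080-NT cells (750/well, RPMI, 5% FBS). % activity scaled between DMSO wells and medium-only wells, then curve-fitted and categorized by curve class.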
IL-1B inflam inh = blocks inflammasome-driven IL-1 beta release; THP-1 LPS/ATP IL-1B secretion, AlphaLISA, 16 h; hits give low values; activity change, % at 57.5 µM; actives 4.7% (n = 360,000); AID 743279; in the data active = activity change below about -50%; inconclusive = mostly about -30% to -49%; also: % is scaled to controls: 0 for no effect and ±100 for the full control effect
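Secreted IL-1B measured by AlphaLISA bead assay after 16 h compound exposure of THP-1 cells; compounds (final up to 57.5 uM) added 1 h before LPS (250 ng/mL) and ATP (1.25 mM) stimulation; lower signal means less secretion.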
GLP1R cytotox = cytotoxicity counter-screen for GLP-1 receptor inverse agonists; HEK293 cAMP-luciferase reporter cells, luminescence, 24 h; Potency, µM (titrated, usually from 38.3 µM), without a hit: top-dose activity change, negative = inhibition, usual class: inhibitors; actives 0.13% (n = 410,000); AID 624418;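 also: loss of luciferase light is scored as toxicity; potency is read from the fitted curve at half-maximal effect; % is scaled to controls: 0 for no effect and ±100 for the full control effect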
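Quantitative HTS format, 1536 wells, 200 cells/uL seeded. Compounds: 23 nL, 24 h, 37 °C. Detection: luciferase reagent, luminescence at 12 min RT; decreased signal taken as cytotoxic.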
KB-V1 MDR tox = kills drug-selected multidrug resistant KB-V1 cells | KB-V1 MDR cells viability, CellTiter-Glo, 72 h | Potency, µM (top dose mostly 46.1 µM), for inactives: at the top dose activity change, negative = cytotoxicity, actives largely listed as cytotoxic | actives 3.4% (n = 400,000) | AID 1347076; also: potency is read from the fitted curve at half-maximal effect; % is scaled to controls: 0 for no effect and ±100 for the full control effect; nearly all actives have a fitted effect of over 60% in size
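Cells of the MDR subline KB-V1 are plated, dosed with compound at multiple concentrations, and incubated 72 h at 37 degrees C; CellTiter-Glo is then added and luminescence read after 10 min.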
MCF10A rerep = DNA re-replication induction in MCF 10a cells; actives 2.9% (n = 350,000); Potency, µM (series often up to 46.1 µM), without a hit: top-dose activity, positive = re-replication, hits mostly activators; MCF 10A DNA re-replication, Hoechst nuclear intensity, 48 h; also: potency is read from the fitted curve at half-maximal effect; % of control where 0% means no effect; nearly all actives have a fitted effect of over 50% in size
* = called active by the depositor; ? = inconclusive; · = no result given; & = joins results of further samples; [ ] = another dose, or the depositor's remark. Unless noted, calls follow the shape of the dose curve; as a rule, active = well fitted curve in the direction sought with a large enough effect; inconclusive = small, poorly fitted or top-dose-only effect, or another doubt; inactive = no such curve, though single readings can be large; an effect the other way counts as inactive or inconclusive.

nr	structure	KB-3-1 cytotox	HT1080 IDH1KD tx	DRD3 agonist	SW480 rerep	HT1080NT lethal	IL-1B inflam inh	GLP1R cytotox	KB-V1 MDR tox	MCF10A rerep
1	COc1cccc(C(=O)N(C)CC2CCN(CCc3cccc(C(F)(F)F)c3)CC2)c1	-10%	0%	-21	3%	7%	-10	-21%	-8%	6%
2	CCc1ccc(OCCOCCN2CCN(C)CC2)cc1	0%	8%	-15	0%	5%	11	-2%	10%	16%
3	Cc1cc(=O)oc2cc(NC(=S)NNC(=O)c3c(Cl)cnn3C)ccc12	-7%	-11%	-22	-14%	-7%	0	10%	-1%	27%
4	CCCCc1nc(SCC(=O)Nc2cccc(Cl)c2)n[nH]1	9%	?	0	0%	9%	13	12%	0%	?
5	CC(C)OCCCNC(=O)C(Cc1ccccc1)NS(=O)(=O)c1ccc2c(c1)CCC(=O)N2 (configuration not stated)	7%	22%	1	-16%	6%	0	7%	0%	-8%
6	COC(=O)C1=NNC(C(=O)c2ccco2)C1c1ccccc1 (configuration not stated)	3%	8%	3	-124%[inhibitor]	30%	-5	0%	4%	14%
7	NS(=O)(=O)c1cccc(NC(=O)COC(=O)c2cc([N+](=O)[O-])ccc2N2CCCC2)c1	5%	-1%	5	-6%	-14%	-9	-22%	7%	7%
8	O=C(c1ccccc1)c1ccccc1C(=O)c1ccccc1	-7%&-11%	-13%&-8%	2&-15	?	-10%&-14%	-1&-9	46%&3%[activator]	-5%&-25%	18%&2%
9	Cc1ccc(CSc2cc(C)[nH]c(=O)n2)cc1	0%	-3%	4	12%	-5%	-2	1%	-15%	-9%
10	CCCN(CCC)Cc1cc(=O)oc2cc(C)c(Cl)cc12	0%	3%	-6	·	-1%	6	4%	-23%	·
11	Cc1cnc(NC(=O)CN2CCN(c3ccccn3)CC2)s1	?	3%	-4	?	20%	?	?	?	?
12	C#CCOCCOCCOCCNc1nc(N2CCN(C(=O)Cn3cc(CCCCN)nn3)CC2)nc(N2CCN(C(=O)Cn3cc(CCCN=C(N)N)nn3)CC2)n1	-11%	?	6	-45%[inhibitor][9.22 µM]	-1%	-7	1%	3%	0%
13	CC(Nc1nc(N2CCCCC2)nc2ccccc12)c1ccccc1 (configuration not stated)	11µM*	?	-6	0%	?	?	?	?	?
14	CN(CCc1ccccc1)C(=O)c1cccc(NC(=O)Cc2cccc(NC(=O)C3CCCN(C(=O)C4CCCC4)C3)c2)c1 (configuration not stated)	0%	3%	16	22%	2%	19	-2%	0%	8%
15	CCOC(=O)CNC(=O)C1c2ccccc2C(=O)N(c2ccc(OC)cc2)C1c1ccc(OC)cc1 (configuration not stated)	-14%	-10%	-2	4%	-8%	38	7%	-15%	5%
16	CC(=O)Nc1nn(CC(C)C)c2nc3ccc(C)cc3cc12	2%	-1%	-5	·	-1%	-12	30%[activator]	-7%	·
17	COC(=O)C1CN(C(=O)COc2ccc(Cl)cc2Cl)c2ccccc2O1 (configuration not stated)	7%	11%	1	2%	-1%	23	-28%	18%	0%
18	CCc1ncn(CCc2ccccc2OC)c1C(C)C	?	?	-16	·	?	40	6%	?	·
19	O=C(CSc1nnc(Cc2ccccc2)o1)c1ccc(F)cc1	15%	-1%	6	-12%	2%	55	?	-26%	?
20	COc1ccc(-n2c(=S)[nH]c(=O)c3cccnc32)cc1	24%	0%	5	-8%	0%	15	-21%	14%	1%
21	Cc1csc(=O)n1CC(=O)OCC(=O)NNC(=O)c1ccc([N+](=O)[O-])cc1	11%	0%	-18	-2%	2%	3	9%	16%	0%
22	CCCOc1ccc(-c2nn(-c3ccccc3)cc2/C=C2\SC(=S)N(C3CCS(=O)(=O)C3)C2=O)cc1 (configuration not stated)	-5%	17%	4	0%	11%	-3	9%	-20%	3%
23	CN(C)S(=O)(=O)c1cccc(NC(=O)COC(=O)/C=C/c2ccco2)c1	3%	-1%	-1	-3%	-5%	0	6%	-7%	-2%
24	Cc1ccc(-n2cnc3cc(C(=O)NC4CCCCCC4)ccc32)c(C)c1	1%	·	-19	·	·	·	-5%	24%	·
25	O=C(c1cccc([N+](=O)[O-])c1)N1CCN(S(=O)(=O)/C=C/c2ccccc2)CC1	23%	1%	1	-24%	0%	-22	0%	15%	?

Overlap with the part before: 2 entries, followed by the next part.
nr	structure	KB-3-1 cytotox	HT1080 IDH1KD tx	DRD3 agonist	SW480 rerep	HT1080NT lethal	IL-1B inflam inh	GLP1R cytotox	KB-V1 MDR tox	MCF10A rerep
24	Cc1ccc(-n2cnc3cc(C(=O)NC4CCCCCC4)ccc32)c(C)c1	1%	·	-19	·	·	·	-5%	24%	·
25	O=C(c1cccc([N+](=O)[O-])c1)N1CCN(S(=O)(=O)/C=C/c2ccccc2)CC1	23%	1%	1	-24%	0%	-22	0%	15%	?
26	CCn1c(C)c(C2=CCN(S(=O)(=O)c3ccc(C)cc3)CC2)c2ccccc21	?	15%	-5	3%	6%	-6	13%	16µM*	?
27	O=C(Nc1ccc2cn[nH]c2c1)c1c(Cl)cccc1Cl	-14%	-3%	-3	-6%	-8%	11	5%	25%	-5%
28	CC(=O)/C(=N/Nc1cccc(Cl)c1)Sc1nnc(C(O)c2ccccc2)n1-c1ccccc1 (configuration not stated)	7%	10%	-2	1%	8%	10	-27%	0%	8%
29	C=CCc1cc(/C=N/n2cnnc2)cc(OCC)c1O	26%	6%	0	-2%	6%	4	2%	14%	-1%
30	Cc1cc(SCC(=O)c2ccc(O)c(O)c2)nc2ccccc12	8%	?	1	-4%	0%	9	-3%	?	-8%
31	Cc1cccc(OC(=O)c2sc(Cl)nc2C)c1	3%	5%	3	?	2%	5	-3%	1%	-8%
32	N#Cc1ccc(NC(=S)N2CCC3CC2c2cc(-c4ccc5c(c4)OCO5)ccc23)cc1 (configuration not stated)	0%	-12%	6	·	-17%	-7	2%	6%	·
33	O=C(Nc1cccnc1)C1COc2ccccc2O1 (configuration not stated)	-1%	-6%	-6	0%[9.22 µM]	17%	-15	6%	-4%	3%
34	CCCCC(=O)Nc1c(O)c2ccccc2[nH]c1=O	-29%	21%	-3	-4%	22%	-7	-5%	-19%	10%
35	CC(C)CCn1c(=S)[nH]c2ncccc2c1=O	9%	?	2	-14%	4%	3	-5%	-1%	-1%
36	COC(=O)c1ccc(C(=O)OC)c(NC(=O)CSCc2ccccc2Br)c1	-18%	14%	8	-5%	13%	20	12%	0%	-1%
37	CCOC(=O)c1c(N)sc2c(OC)c(Br)ccc12	?	?	-3	0%	-14%	-8	-2%	-25%	?
38	Cc1cccc(CSc2nnc(-c3cnccn3)n2C)c1	-2%	?	-7	-20%	?	-3	6%	0%	6%
39	CCCCCC(=O)Nc1cc2[nH]c(=O)cc(COC)c2cc1C	1%	-7%	1	-13%	1%	53	14%	17%	7%
40	Cc1ccc(/C=C/C(=O)c2c(C)nc3ccccn23)cc1	18µM*	-21%	1	?	?	-95*	?	-28%	?
41	CCc1cccc(NC(=O)CN2c3ccccc3S(=O)(=O)c3ccccc32)c1	-4%	·	-9	·	·	·	3%	17%	·
42	c1ccc(-n2ncc3c(N4CCN(CCOc5cccc6ccccc56)CC4)ncnc32)cc1	?	-4%	40*	22%	0%	8	10%	-12%	12%
43	O=C(O)CNS(=O)(=O)c1ccc2c(c1)C(=O)c1cc(S(=O)(=O)NCC(=O)O)ccc1-2	-4%	3%	-5	0%	7%	10	-13%	?	-7%
44	COc1ccc(-c2ccc3c(c2)C2CC3CCN2C(=O)C2CCCCC2)cc1 (configuration not stated)	-12%	?	-38	?	-27%	30	2%	-2%	?
45	CCOC(=O)c1cc2ccc(OC)cc2oc1=O	-11%	5%	2	-2%[9.22 µM]	4%	-8	3%	20%	-2%
46	Cc1ccc(NC(=O)Cn2c3ccc(F)cc3c3nc4n(c(=O)c32)CCS4)cc1F	14%	13%	-5	2%	5%	-2	-1%[7.66 µM]	?	?
47	Cc1c(Cl)cccc1NC(=S)NCC(C)C	4%	-2%	-6	-2%	-6%	0	?	-10%	-42%[inhibitor]
48	O=C1NC(=S)N/C1=C\c1cccc([N+](=O)[O-])c1	-11%	0%	-2	-1%	-12%	-1	4%	7%	0%
49	CN(C(=O)c1ccccc1C(=O)OCC(=O)Nc1cccc(Br)c1)c1ccccc1	2%	-17%	-4	-26%	-3%	14	-8%	0%	-3%
50	C[C@H]1O[C@H](O[C@H]2[C@H](O[C@@H]3CC[C@@]4(C)C(CC[C@]5(C)C4CC=C4[C@@H]6CC(C)(C)CC[C@]6(C(=O)O[C@@H]6O[C@H](CO)[C@@H](O)[C@H](O)[C@H]6O)CC[C@]45C)C3(C)C)O[C@H](C(=O)O)[C@@H](O)[C@@H]2O)[C@@H](O)[C@@H](O)[C@@H]1O (some centres not stated)	18%	1%	4	2%	2%	11	-11%	0%	15%
51	COc1ccc2c(c1)C(C)CC(C)(C)N2C(=O)CSc1ncn[nH]1 (configuration not stated)	0%	5%	2	-6%	-10%	-1	-6%	-2%	-11%
52	CCOC(=O)COn1c(=O)c(-c2cc3ccccc3o2)[n+]([O-])c2ccccc21	6%	-6%	1	5%	-13%	25	81%[activator]	-18%	11%
53	CC1CCN(c2nc3c(c(=O)n(C)c(=O)n3C)n2CCSc2ncccn2)CC1	6%	11%	1	-4%	3%	20	-10%	17%	0%

Among those listed so far, these contain two or more sulfur atoms.
nr	structure	KB-3-1 cytotox	HT1080 IDH1KD tx	DRD3 agonist	SW480 rerep	HT1080NT lethal	IL-1B inflam inh	GLP1R cytotox	KB-V1 MDR tox	MCF10A rerep
22	CCCOc1ccc(-c2nn(-c3ccccc3)cc2/C=C2\SC(=S)N(C3CCS(=O)(=O)C3)C2=O)cc1 (configuration not stated)	-5%	17%	4	0%	11%	-3	9%	-20%	3%
43	O=C(O)CNS(=O)(=O)c1ccc2c(c1)C(=O)c1cc(S(=O)(=O)NCC(=O)O)ccc1-2	-4%	3%	-5	0%	7%	10	-13%	?	-7%

Compound activity (PubChem)
